rCAG RNA binder – binders of r(CAG) RNA repeats, primary screen, biochemical, fluorescence | r(CAG) RNA repeat, TO-PRO-1 dye displacement fluorescence | inhibition, % at 3 µM | 370,000 tested, 1.3% active;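 active = inhibition above the plate cutoff, the mean of all test compounds on that plate plus 3 SD, cut at about 35% in these data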;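 also: 0% = DMSO alone and 100% = 100 µM mitoxantrone as full dye displacement; higher means more dye released from RNA so lower well fluorescence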
LEDGF integ inh – blockers of LEDGF/p75-dependent integrase strand transfer – biochemical, TR-FRET, high throughput, primary screen; HIV-1 integrase (with human LEDGF/p75); 370,000 tested, 0.64% active; TR-FRET IN-LEDGF/p75 DNA integration, Eu/Cy5; inhibition, % at 3.7 µM;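 active = inhibition above the screen-wide mean plus 3 SD, cut at about 13% in these data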;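 also: signal is the Cy5 over europium emission ratio at 671 and 618 nm; 0% = plate median of compound wells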
TCR-CD3 inh – inhibitors of human TCR-CD3 interaction, primary screen, biochemical, fluorescence, TAMRA-labeled TCR probe | inhibition, % at 9.4 µM | AID 651800, 2012 | 360,000 tested, 0.37% active; in the data active = inhibition above about 19%;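 also: recombinant mutant TCR 2C K166C tagged with TAMRA read by polarization; 0% = receptor in buffer alone and 100% = receptor with positive control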
PRMT1 FP inh – PRMT1 methyltransferase inhibitors, primary screen, biochemical, fluorescence polarization. inhibition, % at 2.79 µM. 370,000 tested, 1.3% active. recombinant PRMT1, activity-based probe fluorescence polarization. Protein arginine N-methyltransferase 1 (Homo sapiens), Q99873. AID 652257, 2013;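 active = inhibition above about 21% made by adding two undisclosed values, limit read from the data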
MBD2 inh – inhibitors of MBD2 binding to methylated DNA, primary screen, biochemical, TR-FRET, DNA-binding domain, human. MBD2 binding to methylated oligonucleotide. 370,000 tested, 0.31% active. AID 686964, 2013. Methyl-CpG-binding domain protein 2 (Homo sapiens), Q9UBB5. inhibition, % at 4.4 µM; in the data active = inhibition above about 13%
Target sequence (Q9UBB5 whole entry, looked up, the tested form may be a part): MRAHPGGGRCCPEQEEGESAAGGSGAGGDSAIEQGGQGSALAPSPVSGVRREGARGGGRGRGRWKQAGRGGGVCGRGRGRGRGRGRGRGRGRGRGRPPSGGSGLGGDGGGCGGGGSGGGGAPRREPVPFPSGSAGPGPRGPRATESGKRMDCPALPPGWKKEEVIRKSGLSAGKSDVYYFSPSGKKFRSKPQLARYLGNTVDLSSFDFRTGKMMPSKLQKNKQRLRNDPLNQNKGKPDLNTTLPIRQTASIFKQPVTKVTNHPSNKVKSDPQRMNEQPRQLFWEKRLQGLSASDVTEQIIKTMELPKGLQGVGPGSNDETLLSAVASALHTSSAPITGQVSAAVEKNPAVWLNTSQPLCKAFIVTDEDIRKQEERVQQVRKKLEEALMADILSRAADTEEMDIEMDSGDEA
TDP2 absorb – human TDP2 enzyme inhibitors, primary screen, biochemical, epi absorbance, recombinant enzyme; Tyrosyl-DNA phosphodiesterase 2 (Homo sapiens), O95551; T5PNP hydrolysis, p-nitrophenol absorbance 415 nm; inhibition, % at 12.8 µM; 370,000 tested, 0.34% active; AID 720702, 2013;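 active = inhibition above the mean of all tested compounds plus 3 SD, set per campaign, cut at about 25% in these data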;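 also: 0% = DMSO with enzyme and 100% = buffer with substrate but no TDP2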
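test system = human TDP2 enzyme | input = TDP2 enzyme at 120 nM final | medium = 50 mM Tris-HCl pH 7.5 with Mg2+, KCl, DTT, BSA | also added = T5PNP substrate, 5 mM | times = 2 h at 37 °C | technique = epi absorbance | benchmarks = high control without enzyme, low control DMSO plus TDP2 | replication = each compound tested once, singlicate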
SIAE inh – human SIAE inhibitors, primary screen, biochemical, fluorescence polarization, FP-Rh probe, 1536-well HTS | Sialate O-acetylesterase (Homo sapiens), Q9HAT2 | SIAE FP-Rh probe binding | inhibition, % at 9.66 µM | 370,000 tested, 0.69% active | AID 1053197, 2014;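 active = inhibition above a cutoff: mean of compounds within the control limits plus 3 SD of those, cut at about 17% in these data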;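 also: 0% = plate median of compound wells and 100% = probe without SIAE protein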
GC-B act – human GC-B receptor activators, primary screen, HEK293 GC-B cells, cGMP TR-FRET, EC30 CNP | 0% at EC30 CNP, 100% saturating CNP | 370,000 tested, 0.11% active | activation, % at 10 µM | Atrial natriuretic peptide receptor 2 (Homo sapiens), P20594 | AID 1920062, 2024;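 active = activation at 10 µM reaching about 35% in either raw or pattern-adjusted values, limit read from the data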
HTRA1 inhibitor – HTRA1 serine protease inhibitors, primary screen, biochemical, fluorescence polarization, HTS; Q92743; inhibition, % at 5.96 µM; AID 504803, 2011; recombinant HTRA1, FP-rhodamine activity-based probe; 340,000 tested, 0.5% active; in the data active = inhibition above about 36%;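 also: 0% = enzyme with DMSO and 100% = wells lacking enzyme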
Target sequence (Q92743 whole entry, looked up): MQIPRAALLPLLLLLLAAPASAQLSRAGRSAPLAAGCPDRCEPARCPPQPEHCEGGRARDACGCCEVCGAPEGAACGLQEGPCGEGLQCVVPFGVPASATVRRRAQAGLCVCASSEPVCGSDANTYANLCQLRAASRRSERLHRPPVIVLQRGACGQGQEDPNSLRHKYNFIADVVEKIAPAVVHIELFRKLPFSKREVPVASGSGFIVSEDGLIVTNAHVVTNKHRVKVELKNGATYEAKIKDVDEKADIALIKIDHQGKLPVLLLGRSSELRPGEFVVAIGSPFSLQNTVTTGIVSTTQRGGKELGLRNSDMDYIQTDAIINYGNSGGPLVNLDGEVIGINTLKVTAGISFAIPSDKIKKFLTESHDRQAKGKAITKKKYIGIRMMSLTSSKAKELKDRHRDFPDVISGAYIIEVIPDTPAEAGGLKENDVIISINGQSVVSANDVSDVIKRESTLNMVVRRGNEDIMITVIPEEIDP
ABHD4 inh – ABHD4 inhibitors, primary screen, biochemical, fluorescence polarization, mouse. 370,000 tested, 0.54% active. purified mABHD4, FP-Rh probe fluorescence polarization. (Lyso)-N-acylphosphatidylethanolamine lipase (Mus musculus), Q8VD66. inhibition, % at 8.92 µM;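 active = inhibition exceeding the mean over every tested compound plus 3 SD, cut at about 30% in these data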;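 also: 0% = plate median of compound wells and 100% = S159A mutant with DMSO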
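system = mouse ABHD4 enzyme, wild type | medium = HEPES pH 7.0, NaCl, Pluronic buffer | also added = FP-Rh probe | incubation = Enzyme–compound pre-incubation 45 min, then probe 60 min, both 25 °C | technique = fluorescence polarization, excitation 525 nm, emission 598 nm, BODIPY TMR filters | controls = S159A mutant high control, sample median low control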
An asterisk follows results filed as active; x = not tested or not shown.

| smiles | ABHD4 inh | MBD2 inh | TDP2 absorb | PRMT1 FP inh | GC-B act | HTRA1 inhibitor | LEDGF integ inh | TCR-CD3 inh | SIAE inh | rCAG RNA binder |
| --- | --- | --- | --- | --- | --- | --- | --- | --- | --- | --- |
| CN1/C(=C\C(=O)c2cccnc2)Sc2ccccc21 | -1 | -11 | -11 | 31* | -5 | 3 | 1 | 0 | -3 | -1 |
| CCOC(=O)C1(C)CCCN(C(=O)c2cc(OC)c(OC)c(OC)c2)C1 (stereo unspecified) | -1 | -1 | 6 | 1 | 0 | x | -1 | -7 | -3 | -2 |
| Cc1cc2nc(-c3ccc4c(c3)CCC4)ccn2n1 | -5 | -5 | -14 | -1 | 2 | -4 | -8 | 11 | 12 | -6 |
| Cc1nc(-c2nc(-c3c(C(=O)NNC(=O)Nc4ccccc4)noc3C)cs2)cs1 | 1 | -1 | -6 | 4 | -4 | -7 | -2 | -6 | 6 | 9 |
| O=C(NC(c1ccccc1)c1ccccc1)C1CCCC1 | -4 | -1 | 9 | -1 | -2 | -3 | 0 | 9 | 0 | -2 |
| O=C(CSc1nnc(-c2cccnc2)o1)Nc1ccccn1 | -1 | 1 | 7 | 0 | 7 | 0 | 0 | 6 | 7 | 1 |
| O=C(COC(=O)CCc1ccc(S(=O)(=O)N2CCOCC2)cc1)NCc1ccccc1Cl | -7 | 4 | 9 | -1 | -2 | 3 | 0 | 9 | 11 | -5 |
| C[C@H]1COC(=O)[C@H](Cc2ccc(F)cc2)C/C=C\C[C@@H](CC(=O)NCCO)C(=O)N1 | 3 | 3 | 0 | 4 | 1 | 8 | 0 | -7 | 0 | -5 |
| CCN(CC)CCNC(=O)c1c(O)c2c([nH]c1=O)CCCC2 | 7 | 0 | 7 | 4 | 0 | 3 | -3 | -4 | -4 | -2 |
| CC(C)NC(=O)Nc1cccc2c1O[C@H](CN(C)S(=O)(=O)c1ccccc1)[C@@H](C)CN([C@H](C)CO)C2=O | -10 | 0 | -8 | 5 | 1 | 1 | -3 | -3 | 0 | 1 |
| CCOC(=O)c1ccc(NC(=O)c2nc[nH]c2C(=O)N2CCC(C)CC2)cc1 | 0 | 0 | 0 | 0 | 0 | -6 | -1 | -6 | -5 | -5 |
| CC(=O)N1CCc2cc(Br)cc(S(=O)(=O)N3CCN(C(=O)c4ccco4)CC3)c21 | 3 | 2 | -9 | -1 | -3 | -5 | -1 | 4 | 2 | 2 |
| CCOC(=O)C1(Cc2cccc(OC)c2)CCN(Cc2cnc(C)s2)CC1 | -10 | 5 | -1 | 2 | -2 | -9 | 2 | -6 | -4 | -6 |
| Cc1ccc(Sc2c(C)nn(C(=O)C3CC3)c2C)cc1 | -3 | 5 | 9 | -2 | 5 | 17 | 0 | 1 | -4 | -2 |
| Cn1c(SCC(=O)c2ccccc2)nnc1C1COc2ccccc2O1 (stereo unspecified) | -2 | 2 | -4 | 6 | -11 | 8 | -8 | 7 | 0 | -2 |
| CCOC(=O)N1CCN(S(=O)(=O)c2ccc(OC)c(OC)c2)CC1 | 2 | -3 | 3 | -1 | 0 | -5 | -1 | 4 | -5 | 1 |
| O=C(NCCCc1ccccc1)C1CCN(c2nnc(-n3cccc3)s2)CC1 | -38 | 4 | 1 | 1 | -3 | -11 | 0 | -1 | 3 | 6 |
| COc1ccc(OCCCC(=O)Nc2nccs2)cc1 | -1 | -3 | -3 | 3 | -9 | 8 | 2 | 4 | 5 | -1 |
| Cc1cc(C(=O)NCc2ccc(F)cc2)n(-c2ccccc2)n1 | -2 | 1 | -14 | -5 | -1 | -3 | 0 | 3 | -8 | -4 |
| COc1ccc(N(C(=O)c2snc(C(N)=O)c2N)C(C(=O)NCc2ccccc2)c2ccc(O)cc2)cc1OC (stereo unspecified) | -5 | -4 | 3 | 3 | -3 | -14 | 3 | 1 | 1 | 13 |
| CC(=O)N1CCC2(CC1)CC(=O)c1cc(OCC(=O)NCc3ccc(C)cc3)ccc1O2 | 1 | 0 | -1 | -5 | 9 | 5 | 0 | 8 | 16 | -8 |
| O=C(O)c1cc(-c2cccc([N+](=O)[O-])c2)nc2ccccc12 | 7 | -6 | 6 | -2 | 1 | 0 | 7 | 7 | -2 | 3 |
| COc1cc(-c2cc(NC(C)=O)c3ncc(-c4cc(OC)c(OC)c(OC)c4)n3c2)cc(OC)c1OC | -3 | -1 | 1 | 3 | 27 | x | 2 | -11 | 2 | 10 |
| Cc1c(N2C(=O)C3C4C=CC(C5CC45)C3C2=O)c(=O)n(-c2ccccc2)n1C (stereo unspecified) | 1 | -3 | 7 | -4 | 2 | 8 | 0 | 3 | 7 | -1 |
| O=Cc1ccc(C(=O)OCC(=O)N2CCCC2)cc1 | -10 | 6 | -6 | 6 | 5 | 2 | 3 | 2 | 2 | 1 |
| O=C(c1cc(COc2cccc(C(F)(F)F)c2)on1)N1CCC(c2ccncc2)CC1 | 0 | 0 | -8 | -1 | -3 | -4 | 1 | 5 | 3 | -9 |
| COC(=O)C1CCN(C(=O)C2CCCCC2)CC1 | -7 | 4 | 3 | 2 | 4 | 1 | -3 | -2 | 0 | -1 |
| COc1ccc(C(=O)COC(=O)COc2cc(C)cc(C)c2)cc1 | 5 | 1 | -13 | 1 | 1 | -14 | 3 | 3 | -4 | -3 |
| CCCCC(CC)C1OCC(C[N+]2(C)CCOCC2)O1 (stereo unspecified) | 3 | 2 | 3 | 1 | -1 | 2 | -1 | -4 | 4 | -2 |
| COC(=O)CCN(C(=O)C1C2CC3CC(C2)CC1C3)c1ccccn1 (stereo unspecified) | -4 | 0 | -16 | -5 | -4 | 2 | 4 | 1 | -9 | -2 |
| COC(=O)c1ccc(Sc2ccc(C)cc2)c(N)c1 | 5 | -3 | -13 | 0 | 2 | -12 | 0 | 2 | 5 | -2 |
| Cc1ccc2nc(-c3cccc(Br)c3)cc(C(=O)NC3=NCCS3)c2c1 | -19 | -1 | -5 | 8 | -2 | -60 | 1 | -5 | -28 | 18 |
| O=C(CC12CC3CC(CC(C3)C1)C2)NCC(=O)N1CCCC1 | 2 | 1 | 3 | -1 | -2 | 9 | 1 | -6 | 7 | -7 |
| O=C(Nc1cc(Cl)ccc1N1CCOCC1)c1ccncc1 | -4 | 3 | 4 | 1 | -16 | 10 | -4 | -12 | 5 | 1 |
| CC(C)c1ccc(N(C(=O)c2ccco2)C(C(=O)NC2CCCC2)c2cccnc2)cc1 (stereo unspecified) | 2 | -4 | -1 | -2 | -6 | -5 | 0 | 4 | -1 | 1 |
| NC(=O)c1nsc(C(=O)N(CCc2ccccc2)C(C(=O)NC2CCCC2)c2ccco2)c1N (stereo unspecified) | 5 | 2 | 9 | 2 | x | -13 | 2 | -1 | 1 | -1 |
| Nc1ccc(N2CCCCC2)c(Cl)c1 | -6 | 7 | -13 | 8 | 2 | -4 | -6 | -1 | -3 | 2 |
| Cc1nn(C(C)(C)C)c(N)c1-c1ccccc1 | -3 | -2 | 4 | -2 | 9 | 4 | 2 | 7 | 0 | 1 |
| CC(=O)N(C(C)=O)n1c(/C=C/c2ccc([N+](=O)[O-])cc2)nc2ccccc2c1=O | 0 | -2 | -9 | 4 | -4 | -5 | -3 | -2 | -2 | 0 |
| Cc1ccnc(NS(=O)(=O)c2ccc(NC(=O)/C=C/c3ccccc3)cc2)n1 | -8 | 0 | 6 | -4 | -6 | 1 | -6 | 5 | -4 | 15 |
| O=C(Nc1nnc(SCCN2CCOCC2)s1)C1CC(=O)N(c2ccccc2)C1 (stereo unspecified) | -3 | -1 | 3 | -1 | 6 | 1 | -4 | 7 | 11 | -1 |
| Cn1c(CNC(=O)CNS(=O)(=O)c2ccc(Cl)cc2)cc(=O)n(C)c1=O | -3 | -2 | -2 | -2 | 1 | 6 | 1 | -1 | -1 | 4 |
| COc1ccc(C(C)=O)cc1COc1cccnc1[N+](=O)[O-] | -2 | 2 | -4 | 0 | -7 | 4 | 5 | 5 | 3 | 2 |
| CC(=O)Nc1cccc(C(=O)OCc2ccc(C(=O)Oc3ccc(Cl)cc3)cc2)c1 | -3 | 1 | 4 | -1 | -8 | 3 | -1 | -3 | -4 | 1 |
| Cc1cccc(NC(=O)CN2C(=O)NC(C)(c3ccc4ccccc4c3)C2=O)n1 (stereo unspecified) | -9 | 2 | 12 | -1 | 2 | -18 | 2 | 9 | -4 | -3 |
| Cn1c(SCC(=O)c2ccc(F)cc2)nnc1-c1cccnc1 | 8 | -5 | -4 | 0 | 3 | 0 | -3 | 1 | -5 | 0 |
| O=C(NCc1ccccc1)C(=O)NCC1OCCN1C(=O)c1ccc(Cl)cc1 (stereo unspecified) | -2 | -1 | 1 | 4 | -1 | -2 | -5 | -2 | 2 | -2 |
| Cc1ccc2nc(N(CCCN(C)C)C(=O)c3ccc4c(c3)CCCC4)sc2c1 | 23 | 3 | -5 | -5 | -7 | -29 | -2 | 1 | 0 | 1 |
| O=C(NC1CCCCC1)C1CCN(C(=O)c2ccc(Cl)cc2)CC1 | -3 | 3 | -14 | 3 | 4 | 6 | -5 | -9 | 0 | -3 |
| Cc1ccc(SC2CC(=O)N(c3ccc4c(c3)OCCO4)C2=O)cc1 (stereo unspecified) | 2 | -1 | 0 | 36* | 1 | 1 | -2 | 2 | 1 | -5 |

Continued:
| smiles | ABHD4 inh | MBD2 inh | TDP2 absorb | PRMT1 FP inh | GC-B act | HTRA1 inhibitor | LEDGF integ inh | TCR-CD3 inh | SIAE inh | rCAG RNA binder |
| --- | --- | --- | --- | --- | --- | --- | --- | --- | --- | --- |
| Cc1cc2ccccn2c1C(=O)c1ccc(C#N)cc1 | -3 | 0 | 2 | 4 | -11 | -5 | -2 | -4 | -7 | -1 |
| COc1ccccc1C1(O)CCN(CC(=O)Nc2nc(-c3ccccc3)cs2)CC1 | -1 | -3 | -2 | 3 | 3 | -15 | 2 | 8 | -3 | -1 |
| CC(C)c1nc(CN2CCCCC2)cc(=O)[nH]1 | 1 | -2 | -2 | -5 | 3 | x | 0 | 16 | 7 | 0 |
| CCn1c(=O)cc(N2CCC3(CC2)OCCO3)[nH]c1=O | -1 | -2 | -7 | 5 | -6 | -1 | 0 | 1 | 3 | 1 |
| CS(=O)(=O)N(CCCC(=O)N1CCCCCC1)c1cccc(Cl)c1 | 7 | -1 | -2 | 4 | 2 | 3 | -3 | 0 | 2 | 2 |

Screening data deposited in PubChem BioAssay by several laboratories.

These rows are one share of the data; the hit share may differ from the screen's.
